Screens: PubChem BioAssay, several laboratories
ssDAF12 agonist: S. stercoralis DAF-12 activation, primary screen; AID 652126; activation, % at 6.8 µM; HEK293 ssDAF-12/GRIP1 lit1-tk-luc reporter, luminescence; % of 3 µM dafachronic acid response; 1% of 370,000 active;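 active means activation above the mean over all tested compounds plus 3 SD, cut at about 0.9% in these data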;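 further: 0% = DMSO-only wells and 100% = 3 µM delta7-dafachronic acid wells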
hgDAF12 agonist: agonists of H. glycines DAF-12 nuclear receptor; AID 687014; 1.8% of 370,000 active; HEK293 GAL4-hgDAF12 UAS-luciferase reporter, agonist luminescence; normalized to butyrate control; activation, % at 6.8 µM;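 active means activation above a cutoff set at the mean of all screened compounds plus 3 SD, cut at about 10% in these data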;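 further: 0% = DMSO wells and 100% = sodium butyrate wells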
hcDAF-12 act: activators of H. contortus DAF-12 nuclear receptor; HEK293 hcDAF-12 lit1-tk-luc reporter, luminescence; 0% DMSO, 100% Δ7-dafachronic acid; activation, % at 6.8 µM; 1.4% of 370,000 active;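 active means activation above the mean of all tested compounds plus 3 SD, cut at about 5.5% in these data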;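 further: 100% = response to 3 µM Δ7-dafachronic acid high control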
DAX1 inh-1: NR0B1 (DAX1) inhibition. P51843. HEK293 Gal4-DAX1 luciferase reporter, luminescence. inhibition, % at 6.75 µM. 0.99% of 340,000 active. AID 504766;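 active means inhibition above the mean over all tested compounds plus 3 SD, cut at about 4.2% in these data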;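 further: 0% = DAX1-transfected cells with DMSO and 100% = empty-vector control cells with DMSO; inhibition shows as a rise in luminescence from relieved DAX1 repression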
Target sequence (P51843 207-470 limits assumed): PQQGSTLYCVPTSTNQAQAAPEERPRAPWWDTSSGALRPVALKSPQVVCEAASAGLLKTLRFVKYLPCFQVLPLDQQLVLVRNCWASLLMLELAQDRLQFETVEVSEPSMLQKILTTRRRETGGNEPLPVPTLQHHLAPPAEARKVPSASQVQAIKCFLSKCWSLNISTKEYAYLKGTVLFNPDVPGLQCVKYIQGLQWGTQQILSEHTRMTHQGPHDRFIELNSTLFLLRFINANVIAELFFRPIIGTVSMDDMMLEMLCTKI
ADAM10 inh: inhibits human ADAM10; recombinant ADAM10, EDANS/DABCYL FRET peptide cleavage, 3 h; inhibition, % at 7 µM; 0.62% of 370,000 active; AID 720582;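 active means inhibition above a per-campaign cutoff equal to the mean of compounds falling between control-based bounds plus 3 SD, cut at about 20% in these data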;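 further: 0% = DMSO wells while the 100% control is not disclosed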
sPLA2-III inh: Blocks human group III sPLA2 activity; Q9NZ20; QFRET BODIPY PC-A2 liposome hydrolysis, fluorescence; inhibition, % at 12.2 µM; 0.56% of 370,000 active; AID 743126;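 active means inhibition above mean plus 3 SD of compounds lying within the high and low control bounds, cut at about 19% in these data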;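 further: 0% = median of test compound wells and 100% = no enzyme DMSO wells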
Target sequence (Q9NZ20 whole entry, looked up): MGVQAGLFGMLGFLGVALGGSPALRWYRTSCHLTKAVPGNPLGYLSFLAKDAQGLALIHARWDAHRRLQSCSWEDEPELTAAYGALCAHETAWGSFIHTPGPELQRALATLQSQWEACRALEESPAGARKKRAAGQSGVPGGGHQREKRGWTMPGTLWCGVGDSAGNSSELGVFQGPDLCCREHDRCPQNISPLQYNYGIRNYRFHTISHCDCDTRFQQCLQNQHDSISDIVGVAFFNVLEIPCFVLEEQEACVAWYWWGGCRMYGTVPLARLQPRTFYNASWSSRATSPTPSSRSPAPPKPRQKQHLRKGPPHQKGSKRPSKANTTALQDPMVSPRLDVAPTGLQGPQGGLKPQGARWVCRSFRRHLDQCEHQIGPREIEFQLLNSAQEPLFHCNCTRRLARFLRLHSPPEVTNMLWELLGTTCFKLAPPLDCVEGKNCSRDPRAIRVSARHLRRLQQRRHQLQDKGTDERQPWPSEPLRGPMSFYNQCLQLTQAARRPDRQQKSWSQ
GC-B act: GC-B (human) receptor activation; P20594; HEK293-GC-B cells, CNP EC30, cGMP TR-FRET; 0% at EC30 CNP, 100% saturating CNP; activation, % at 10 µM; 0.11% of 370,000 active; AID 1920062;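 active means activation at 10 µM reaching about 35% in either raw or pattern-adjusted values, limit read from the data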
NPR1 activator: GC-A (human) enzyme activation. activation, % at 10 µM. P16066. AID 1671463. 0.14% of 370,000 active. HEK293 GC-A cells, cGMP TR-FRET, EC30 ANP; 0% at EC30 ANP, 100% saturating ANP; in the data active means activation above about 40%
GAA850 FXN act: increases GAA850 frataxin promoter reporter activity. activation, % at 6 µM. 0.56% of 360,000 active. HEK293 lucGAA850 FXN promoter luciferase reporter, 24 h; percent of 10 µM SAHA response. AID 540364;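 active means activation above the average of all compounds screened plus 3 SD, cutoff fixed separately per campaign, cut at about 7.5% in these data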;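 further: 0% = DMSO wells and 100% = 10 µM SAHA wells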
SMARCA2 act: increases SMARCA2 function in MMTV reporter cells; MG213 cells, MMTV-luciferase reporter, dexamethasone, overnight; 1% of 370,000 active; activation, % at 9.1 µM; in the data active means activation above about 7.8%;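 further: 0% = vehicle wells and 100% = reference activator wells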
DAX1 inh-2: DAX1 (NR0B1) inhibition, primary screen. HEK293T StAR-luciferase reporter, SF-1/DAX-1 repression relief. inhibition, % at 6.8 µM. 1.1% of 370,000 active. AID 652010;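 active means inhibition above the mean over all tested compounds plus 3 SD, cut at about 3.6% in these data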;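 further: 0% = DAX-1 cells with DMSO and 100% = cells lacking DAX-1 with DMSO; higher inhibition means more luminescence from relief of DAX-1 repression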
The depositor's hits bear a star; · = not tested or not shown.

SMILES	ssDAF12 agonist	hgDAF12 agonist	hcDAF-12 act	DAX1 inh-1	ADAM10 inh	sPLA2-III inh	GC-B act	NPR1 activator	GAA850 FXN act	SMARCA2 act	DAX1 inh-2
Cc1cccc(C(=O)NCC(=O)N2CC=C(c3ccccc3)CC2)c1	0.3	-3.0	-2.7	0.2	-3.3	9.6	1.4	3.5	-1.4	-2.9	-1.7
COc1cc(OC)cc(-n2nnnc2SCC(=O)NC2CCCC2)c1	-1.3	-2.0	-3.3	1.1	-7.3	-0.4	-1.8	-2.0	-0.7	-0.9	-0.1
C(=N\N1CCN(C2c3ccccc3-c3ccccc32)CC1)/c1ccccn1	-1.4	1.1	-1.7	0.0	14.4	6.3	-1.3	-2.5	1.1	0.2	-0.3
NCCCCCNC(=O)/C=N\O	-0.5	-1.9	0.4	-0.4	-6.7	0.0	-1.4	-0.6	-3.3	0.1	-0.1
Cc1ccc(OCC(=O)Nc2ccc3c(c2)OCCO3)cc1C	-2.4	-12.2	-4.3	1.5	1.2	-3.8	-0.5	-3.4	-7.7	-4.0	-2.2
COCCn1cnnc1SCC(=O)Nc1sc2c(c1C#N)CCC2	-1.0	-0.4	-2.1	0.0	0.7	-6.5	-3.9	-2.0	1.1	-0.9	-0.9
COc1ccc(-n2nc(C(=O)NCC(=O)N3CCCC(C)C3)c3ccccc3c2=O)cc1Cl (centres undefined)	-0.8	-0.7	2.5	-1.1	-18.9	5.5	-0.1	5.8	2.2	-1.0	0.1
Cc1cc(Cl)ccc1C(O)c1ncc(-c2ccc3ccccc3c2)[nH]1 (centres undefined)	-0.5	1.7	1.4	·	4.8	-9.5	1.0	-0.3	-0.5	-5.2	0.0
Cc1ccc(OCC(=O)Nc2ccc(Cl)cc2)c([N+](=O)[O-])n1	-0.1	11.3*	1.2	2.9	-2.9	3.8	-2.4	3.5	3.8	3.8	6.2*
CC1(C(=O)Nc2ccc3c(c2)OCCO3)CCN1Cc1csc2ccccc12 (centres undefined)	-1.1	0.0	-1.9	·	0.1	-5.2	-5.4	-5.7	1.5	-5.2	-0.2
CC(C)(C)c1ccc(-c2csc(NC(=O)CN3C(=O)NC4(CCCCC4)C3=O)n2)cc1	-1.2	1.2	-0.4	-0.2	-14.7	2.3	6.5	4.9	-3.0	0.2	1.7
COc1ccc(CN2C(=O)c3cccnc3C2=O)cc1S(=O)(=O)N1CC(C)Oc2ccccc21 (centres undefined)	-0.7	0.7	-0.2	0.0	0.0	13.2	-0.1	-2.0	1.4	-2.5	-0.3
O=C(Cn1c(CO)nc2ccccc21)Nc1ccc2c(c1)OCCCO2	-1.3	1.1	-1.0	1.4	-6.5	7.4	1.1	8.7	1.1	-0.5	-0.9
COC(=O)c1ccc(/C=C2/SC(=S)N(CCCC(=O)Nc3ccc(O)cc3)C2=O)cc1	-1.5	-2.7	-1.2	0.1	-2.1	-13.9	-0.9	-7.0	-9.3	-7.5	-0.9
Cc1cc2nc(-c3cccnc3SCC(=O)NC(C)C)[nH]c2cc1C	-0.3	9.6	4.4	0.8	-173.2	4.0	1.3	1.8	6.1	10.6*	4.1*
C=C(C)CSc1nc2c(cc1C#N)CCC2	-1.3	0.8	-1.2	2.7	-0.2	5.1	-3.3	-1.0	2.9	6.3	0.5
C[C@H]1COC(=O)[C@H](Cc2ccc(F)cc2)C/C=C\C[C@H](CC(=O)NCCO)C(=O)N1	-0.7	1.3	-1.2	1.5	1.6	1.7	-1.6	-1.6	-0.8	1.4	-0.5
NNC(=O)c1sc2cc(C(F)(F)F)cnc2c1-c1cccnc1	-0.9	2.8	0.1	0.1	3.0	-3.2	-0.3	-1.4	2.2	-2.4	-0.3
CC1CCCCN1C(=O)CSc1nnc(-c2ccco2)o1 (centres undefined)	0.2	8.3	1.3	1.9	0.7	4.8	0.5	5.7	6.7	2.2	1.6
O=C1OC(Nc2ccc3ncccc3c2)c2ccccc21 (centres undefined)	-0.5	-1.5	2.2	-0.5	-26.7	2.4	-0.2	4.5	0.5	0.5	-0.3
CCN(CC)S(=O)(=O)c1cc(NC(=O)c2ccc(-n3cncn3)c([N+](=O)[O-])c2)ccc1C	-2.2	-9.6	-3.7	-1.1	18.9	-44.8	-6.5	-1.8	-2.1	-3.7	-8.4
Cc1ccc(NC(=O)c2nc3nccc(C)n3n2)cc1S(=O)(=O)N1CCCCC1	-0.8	2.2	0.4	0.9	-12.6	6.0	-0.6	-2.5	4.1	-0.7	-0.5
COC(=O)c1ccc(CSc2nnc(NC(=O)C3CC(=O)N(c4ccc5c(c4)OCCO5)C3)s2)cc1 (centres undefined)	-1.9	-2.0	-4.5	-0.3	-5.3	-5.4	-6.0	-0.9	-5.5	-6.0	-0.2
CCCOc1ccc(C(=O)NC(=S)N2CCN(c3cc4c(cc3F)c(=O)c(C(=O)O)cn4CC)CC2)cc1	-1.1	0.0	-0.8	1.6	-21.3	-0.5	-3.7	-3.3	-0.6	3.2	-0.1
C#CCOCCOCCOCCNc1nc(N2CCN(C(=O)Cn3cc(CCO)nn3)CC2)nc(N2CCN(C(=O)Cn3cc(CC(C)O)nn3)CC2)n1 (centres undefined)	-0.7	2.5	-0.2	0.5	3.3	10.0	1.2	-0.8	-1.3	0.6	1.0
COc1ccc(-c2onc(C)c2-c2ccc(C(=O)OC(C)C)o2)c(O)c1	-1.3	0.0	-2.0	-1.4	2.9	-44.5	-1.9	-3.0	-2.2	-1.9	-2.0
COc1ccccc1N(C)S(=O)(=O)c1ccc(C(=O)NCC(c2ccco2)N2CCCCC2)cc1 (centres undefined)	-1.2	-1.6	-1.6	-0.2	-6.4	-13.2	2.2	-1.7	-0.2	-0.5	0.5
O=C1c2cccc3c2N(CCC3)C(=O)C1(F)c1ccccc1 (centres undefined)	-0.6	0.3	1.2	·	-6.0	-4.8	-9.6	-8.3	0.9	-5.8	0.0
COc1ccccc1NC(=O)NNC(=O)CCc1ccccc1	-0.5	-2.9	-1.1	0.4	7.5	-5.4	0.4	2.1	-1.5	2.1	0.4
O=C(N/N=C/c1ccncc1)c1sc2ccccc2c1Cl	-1.5	1.8	1.9	-0.2	0.0	-9.7	-5.4	8.3	0.8	4.4	3.9*
COc1cccc(CC2(CO)CCCN(Cc3cn[nH]c3-c3cc(C)ccc3C)C2)c1 (centres undefined)	-0.4	1.3	-0.6	2.2	-4.5	-15.7	-8.4	-18.6	-0.3	0.9	-0.3
COCCN(C(=O)COC(=O)c1cnc(C)cn1)c1c(N)n(Cc2ccccc2)c(=O)[nH]c1=O	-1.2	-1.0	0.7	0.0	-9.4	9.5	1.2	0.7	1.6	-1.3	0.8
CCOC(=O)c1[nH]c2c(c1C)C(=O)CC(c1ccc(OCC)c(OC)c1)C2 (centres undefined)	-1.4	-0.1	-2.6	-1.0	1.6	7.0	-2.8	0.3	0.6	-1.2	0.1
CCC(=O)c1ccc(OCC(=O)OC(C)C(=O)NCc2ccc3c(c2)OCO3)cc1 (centres undefined)	-0.1	-0.8	-0.5	0.1	3.8	-2.2	-0.6	-0.4	2.5	5.2	0.4
O=C(CC1C(=O)NCCN1C/C=C/c1ccccc1)NCCc1cccnc1 (centres undefined)	-0.7	-0.5	-1.6	0.6	-5.6	-5.3	-1.8	-1.2	1.6	-2.2	-0.3
Cc1c(CCOC(=O)c2ccccc2)sc[n+]1Cc1ccccc1	-1.2	0.2	-1.5	0.0	3.9	3.7	2.9	2.2	-2.0	-3.2	-0.1
COCCCNC(=O)C(=O)N/N=C/c1cc2c(cc1Br)OCO2	-1.1	-3.9	-0.6	0.5	-0.9	-2.5	1.4	1.2	0.5	-0.5	0.0
COc1ccccc1NS(=O)(=O)c1ccc(C)c(NS(=O)(=O)c2cc(NC(C)=O)ccc2OC)c1	-1.5	-0.7	-1.4	-1.2	0.5	-13.0	-3.8	-0.9	-1.1	-3.0	-0.4
CC1Cn2c(nc3sc4c(c3c2=O)CC(C)(C)OC4)N1CCO (centres undefined)	-1.0	-0.9	-0.3	-0.7	-354.0	5.6	-1.1	-3.7	1.0	3.5	-0.3
Cc1ccc(-c2cc(C(=O)Nc3ccc(S(=O)(=O)Nc4cc(C)on4)cc3)c3ccccc3n2)c(C)c1	-0.9	0.3	-0.7	0.9	12.4	-65.8	-5.7	-12.6	0.6	0.1	0.4

DAX1 inh-2: hit marks shown above.
| Molecule | ssDAF12 agonist | hcDAF-12 act | DAX1 inh-1 | ADAM10 inh | sPLA2-III inh | GC-B act | NPR1 activator | SMARCA2 act | DAX1 inh-2 |
| --- | --- | --- | --- | --- | --- | --- | --- | --- | --- |
| Cc1ccc(OCC(=O)Nc2ccc(Cl)cc2)c([N+](=O)[O-])n1 | -0.1 | 1.2 | 2.9 | -2.9 | 3.8 | -2.4 | 3.5 | 3.8 | 6.2* |
| Cc1cc2nc(-c3cccnc3SCC(=O)NC(C)C)[nH]c2cc1C | -0.3 | 4.4 | 0.8 | -173.2 | 4.0 | 1.3 | 1.8 | 10.6* | 4.1* |
| O=C(N/N=C/c1ccncc1)c1sc2ccccc2c1Cl | -1.5 | 1.9 | -0.2 | 0.0 | -9.7 | -5.4 | 8.3 | 4.4 | 3.9* |

(listing goes on)
SMILES	ssDAF12 agonist	hgDAF12 agonist	hcDAF-12 act	DAX1 inh-1	ADAM10 inh	sPLA2-III inh	GC-B act	NPR1 activator	GAA850 FXN act	SMARCA2 act	DAX1 inh-2
CCOC(=O)c1ccc(-c2c(-c3ccc4c(c3)OCO4)noc2-c2ccsc2)cc1F	-1.3	2.7	-0.7	0.7	2.9	0.7	-0.2	-0.5	1.4	2.2	0.1
O=C(NCCCN1CCOCC1)c1onc(CSc2nc3ccccc3[nH]2)c1C(=O)NCCCN1CCOCC1	-1.5	1.0	0.0	0.4	-0.3	0.3	1.3	1.5	1.4	0.6	-0.1
O=C(NCc1ccccc1)C1CCCN(S(=O)(=O)c2cccc3nonc23)C1 (centres undefined)	-0.7	1.5	1.1	-1.7	-6.0	-1.4	3.6	0.2	2.1	-0.1	0.4
O=C(COC(=O)c1ccc(Cl)nc1)Nc1ccc(N2CCOCC2)cc1	-1.1	1.6	-0.8	1.8	1.9	-0.3	-8.7	0.4	1.9	-0.6	0.2
Cc1nc2ccccc2c(=O)n1CCN1CCOCC1	-1.3	-0.1	-0.4	1.1	3.1	6.5	-1.2	5.0	0.5	-3.0	0.4
BrC(/C=N/Nc1nc(N2CCOCC2)nc(N2CCOCC2)n1)=C/c1ccccc1	-0.6	-4.9	0.4	-0.5	4.4	-2.8	-1.8	1.4	2.3	-1.7	-1.0
CC(=O)NS(=O)(=O)c1ccc(NC(=O)C(Sc2ccccc2)c2ccccc2)cc1 (centres undefined)	-1.3	-0.4	-1.4	1.2	3.5	2.8	9.9	0.7	2.6	0.4	0.0
Cc1ccc(/C=C2/CCc3c([nH]c4ccccc34)C2=O)cc1	0.8	17.6*	10.1*	2.8	-9.3	-8.2	0.6	2.7	5.7	8.2*	5.3*
O=C(NCc1ccccc1)c1cc(S(=O)(=O)N2CCCCC2)ccc1N1CCOCC1	-2.0	3.2	0.7	-1.0	4.4	1.3	-2.8	0.2	-1.4	-2.8	-0.2
Cc1ccccc1N1CCN(C2CCCN(C(=O)c3ccsc3)C2)CC1 (centres undefined)	-1.1	-2.3	-1.9	-0.5	-2.6	5.8	-1.6	0.8	-0.8	-3.6	-1.2
